Compound activity: PubChem BioAssay, The Scripps Research Institute Molecular Screening Center
FBW7 act = activators of human E3 ligase FBW7; Q969H0; AlphaScreen FBW7–phospho-cyclin E peptide binding, activator screen; normalized activity (activation), % at 26.1 µM; 650,000 tested, 0.13% active; AID 1259310; in the data active = normalized activity above about 1.9%;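 note: purified mutant Fbw7 with reduced substrate affinity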
TEAD-YAP inh = TEAD-YAP interaction inhibition; HEK-TIYL cells, TEAD-Gal4/YAP UAS-luciferase luminescence; inhibition, % at 9.12 µM; 640,000 tested, 1.4% active; in the data active = inhibition above about 32%;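 note: 0% = median of test compound wells and 100% = reference inhibitor wells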
GPR151 activ = activators of human GPR151 | activation, % at 11.2 µM | AID 1508602 | Q8TDV0 | 650,000 tested, 1% active | PathHunter beta-arrestin GPR151 cells, luminescence; in the data active = activation above about 4.9%;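 note: 0% = median of compound wells and 100% = cells with positive control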
Target sequence (Q8TDV0 whole entry, looked up): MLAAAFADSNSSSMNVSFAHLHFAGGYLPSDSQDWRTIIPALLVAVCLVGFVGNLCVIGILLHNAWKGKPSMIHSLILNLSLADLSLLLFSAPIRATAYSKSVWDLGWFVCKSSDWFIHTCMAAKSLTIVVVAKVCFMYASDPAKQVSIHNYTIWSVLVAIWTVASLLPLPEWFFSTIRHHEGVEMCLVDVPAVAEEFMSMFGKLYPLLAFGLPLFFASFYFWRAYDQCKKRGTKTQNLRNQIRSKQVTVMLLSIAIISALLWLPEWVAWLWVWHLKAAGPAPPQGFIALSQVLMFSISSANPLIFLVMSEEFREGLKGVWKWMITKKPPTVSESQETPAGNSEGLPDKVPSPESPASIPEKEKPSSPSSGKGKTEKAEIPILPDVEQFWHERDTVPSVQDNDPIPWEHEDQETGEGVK
MITF primary = inhibitors of human MITF. AID 1259374. O75030. inhibition, % at 2.6 µM. AlphaScreen MITF homodimerization, bead proximity signal. 650,000 tested, 0.91% active; in the data active = inhibition above about 50%;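 note: 0% = vehicle wells with protein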
Target sequence (O75030 whole entry, looked up): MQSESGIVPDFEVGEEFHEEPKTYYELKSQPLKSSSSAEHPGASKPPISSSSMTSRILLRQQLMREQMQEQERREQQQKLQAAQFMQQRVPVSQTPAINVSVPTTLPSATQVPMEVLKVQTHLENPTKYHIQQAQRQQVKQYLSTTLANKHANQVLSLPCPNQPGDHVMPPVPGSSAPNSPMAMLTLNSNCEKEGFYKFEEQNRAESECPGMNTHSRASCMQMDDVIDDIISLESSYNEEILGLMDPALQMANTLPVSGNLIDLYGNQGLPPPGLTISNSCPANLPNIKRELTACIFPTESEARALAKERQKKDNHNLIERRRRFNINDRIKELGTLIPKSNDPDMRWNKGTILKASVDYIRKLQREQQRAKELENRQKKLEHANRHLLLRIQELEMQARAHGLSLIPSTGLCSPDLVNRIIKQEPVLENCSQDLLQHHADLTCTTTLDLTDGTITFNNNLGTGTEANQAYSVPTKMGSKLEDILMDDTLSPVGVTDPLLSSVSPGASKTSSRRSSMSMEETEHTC
The depositor's hits bear a star.

compound	GPR151 activ	MITF primary	FBW7 act	TEAD-YAP inh
CC(NC(=O)CCc1ccccc1)c1nnc2n1CCN(Cc1cccs1)CC2 (configuration not stated)	1.1	4	-0.2	3
Cc1ccc(-c2nnc(NC(=O)c3ccc(S(=O)(=O)N(C)C)cc3)o2)c(C)c1	4.1	5	-0.1	-3
O=C(CCC1CCCC1)NCC1Cc2cccc(-c3ccncc3)c2O1 (configuration not stated)	0.4	-12	-0.1	-8
c1ccc(CNc2nc(Nc3nccc4ccccc34)nc3nc[nH]c23)cc1	-0.1	-12	0.0	-8
CCOc1ccc(Cc2c(Cl)nc(SC)nc2N(C)C)cc1	0.1	3	0.1	4
FC(F)(F)c1ccc(Cl)c(N/N=C/c2cccnc2)c1	3.5	7	-0.3	4
COc1cc(C(=O)N(CCc2ccccc2)C2CC3CCC(C2)N3C)cc(OC)c1OC (configuration not stated)	0.6	3	0.0	5
O=c1c(N2CCCC2)c(Cl)cnn1-c1ccccc1	0.8	-10	-0.1	-4
CC(C)c1onc(C(=O)NCc2ccccn2)c1[N+](=O)[O-]	0.3	3	0.1	3
CC(=O)Oc1ccc(S(=O)(=O)N2CCC(O)(c3cccnc3)CC2)cc1	1.5	12	0.0	-10
Cc1nc2cc(S(=O)(=O)N3CCC(C(=O)NC(C)(C)C)CC3)ccc2n1C1CCCC1	0.0	-4	-0.1	6
CCOc1ccc(NC(=O)C2CSC(c3ccncc3)=N2)cc1 (configuration not stated)	-0.5	2	-0.1	1
O=C(Nc1nc(-c2ccc3ccccc3c2)cs1)C12CC3CC(CC(C3)C1)C2	0.6	6	-0.1	-15
CC(Nc1ccc(Br)cc1)=C(C#N)C#N	-0.7	15	0.6	1
Cn1cc(NC(=O)NCc2ccco2)c2ccccc21	-0.1	-1	0.1	2
Cn1ccc(C(=O)NNC(=O)Nc2ccc(Cl)c(Cl)c2)n1	-2.8	21	1.3	0
CCC(C)NC(=O)c1cc(-c2cccc(Cl)c2)on1 (configuration not stated)	0.2	-4	0.0	-54
CCOc1ccc(-c2nnc3ccc(SC(C)C(=O)OC)nn23)cc1 (configuration not stated)	-0.1	5	1.2	-13
COc1ccc(OC)c(C(=O)CN2CCN(c3ccccn3)CC2)c1	-1.7	8	0.0	-1
O=C(CCN1C(=O)C2C3C=CC(C4CC34)C2C1=O)Oc1ccc(Br)cc1 (configuration not stated)	0.0	-4	-0.1	6
CNS(=O)(=O)c1ccc(N2CCCC2=O)c([N+](=O)[O-])c1	-0.1	-8	-0.2	-4
Cc1ccccc1CN1CCN(CC(=O)NCCCN2CCOCC2)C1=O	1.9	3	0.3	-8
CCS(=O)(=O)N1CCC(NC(=O)c2cc(OC)cc(OC)c2)CC1	1.9	0	0.0	4
CC(=O)Oc1ccccc1C(=O)Nc1ccc(S(N)(=O)=O)cc1	-3.1	17	0.6	-11
Cc1[nH]c2ccccc2c1C(=O)C(=O)NCc1ccc(F)cc1	-0.8	-1	0.0	1

Profiles, looked up by structure.
`O=C(CCC1CCCC1)NCC1Cc2cccc(-c3ccncc3)c2O1` (configuration not stated) in the list: GPR151 activ = 0.4; MITF primary = -12; FBW7 act = -0.1; TEAD-YAP inh = -8
`CC(=O)Oc1ccc(S(=O)(=O)N2CCC(O)(c3cccnc3)CC2)cc1` in the list: GPR151 activ = 1.5; MITF primary = 12; FBW7 act = 0.0; TEAD-YAP inh = -10
`c1ccc(CNc2nc(Nc3nccc4ccccc34)nc3nc[nH]c23)cc1` in the list: GPR151 activ = -0.1; MITF primary = -12; FBW7 act = 0.0; TEAD-YAP inh = -8

Next part
compound	GPR151 activ	MITF primary	FBW7 act	TEAD-YAP inh
COc1cc(C(=O)Nc2ccc(NC(=O)c3ccccc3)c(Br)c2)cc(OC)c1OC	-1.5	7	1.0	12
O=C(CC(=O)Nc1nccs1)Nc1nccs1	-0.2	16	0.3	0
Cc1cnc(C)c(-c2ccc3c(c2)CC(CNC(=O)c2cccc(C(F)(F)F)c2)O3)n1 (configuration not stated)	1.3	3	0.1	2
CC(C)c1nc(CNC(=O)CC2C(=O)NCCN2Cc2ccccc2)cs1 (configuration not stated)	-0.4	-2	0.0	0
Cc1ccc(Nc2nc(C)cc(N3CCN(C(=O)c4cnccn4)CC3)n2)cc1	-0.3	-5	-0.1	18
Cc1ccc(OCC(=O)NNC(=O)Nc2ccccc2)cc1	-0.7	-1	0.0	-12
COc1ccc(OS(=O)(=O)c2cc(OC)ccc2OC)cc1	-0.9	-2	-0.1	50*
O=C(CCCn1c(=S)[nH]c2ccccc2c1=O)NCCCN1CCCC1=O	0.1	-6	-0.1	-11
Cc1ccc(CSCCNS(=O)(=O)c2ccc(F)cc2)cc1	3.3	-2	0.0	-1
C=CCNc1cc(-c2cncc(-c3cc4ccccc4s3)c2)nc(C)n1	0.5	5	0.0	-12
COc1cc(S(=O)(=O)N2CCN(c3ncccn3)CC2)ccc1-n1cnnn1	-0.8	6	0.0	30
CC(Cc1ccsc1)NC(=O)Cn1cc(NC(=O)CSc2ccccc2)cn1 (configuration not stated)	0.9	7	0.2	4
Cc1cc(C)c2nc(C)cc(Nc3ccc(N(C)C)cc3)c2c1	-0.8	17	-0.7	19
Cc1csc(NC(=O)c2c(-c3ccccc3)noc2C)n1	0.5	-6	0.2	20
CCOC(=O)N1CCN(CC(O)COc2ccc(C(=O)OC)cc2)CC1 (configuration not stated)	1.4	0	0.3	12
O=C(NCc1ccccn1)c1nc(-c2cccnc2)no1	0.1	6	0.6	7
COC(=O)c1c(C)oc2ccc(OCc3ccc(C)cc3)cc12	0.9	-4	-0.2	-5
COc1cccc(C2CC(=O)N3CN(Cc4ccccc4)CSC3=C2C#N)c1 (configuration not stated)	2.6	11	0.1	9
CCC(=O)Nc1nnc(S(=O)(=O)N2CCCc3ccccc32)s1	0.5	0	-0.3	1
COc1cccc(N2C(=N)C(c3ccc(Cl)cc3)=C(O)C2C)c1 (configuration not stated)	-0.8	12	0.1	-9
COCCN1C(=O)/C(=C\c2cccc(Cl)c2)C(C(=O)OC)=C1C	0.3	-9	-0.2	-9
CC(=O)N(C)c1ccc(NC(=S)NC(=O)c2ccc(F)cc2)cc1	-0.5	4	0.1	-3
O=C(c1ccc(Nc2nc(-c3ccccc3)c3cc(Cl)ccc3n2)cc1)N1CCCC1	4.7	-3	-0.2	-1
CCc1cc2cc(C)ccc2nc1SCC(N)=O	0.2	-9	-0.1	2
C#CC(C)(C)N1CCC(O)C(C)C1 (configuration not stated)	0.1	-2	0.1	-4
Cc1ccc(NC(=O)CSc2ncc(C#N)c(N)n2)cc1C	-1.1	3	0.4	9
Cn1c(SCC(=O)Nc2cccc3c2C(=O)c2ccccc2C3=O)nnc1C1CC1	0.0	8	-0.3	-6
COc1ccc(C(CC(=O)O)NS(=O)(=O)c2ccc(Cl)cc2)cc1 (configuration not stated)	-0.8	7	0.4	2
CCc1cccc(C)c1NC(=O)CN(C)S(=O)(=O)c1ccc(OC)cc1	-1.1	-3	0.8	-2
O=C(Nc1ccc(Cl)cc1)c1ccc(N2CC3CC(C2)c2cccc(=O)n2C3)c(NC(=O)c2cccs2)c1 (configuration not stated)	1.0	1	-0.2	3
S=c1[nH]nc(-c2cccnc2)n1/N=C/c1cccs1	0.3	4	0.0	-1
CCC(=O)Nc1cc(C(=O)O)ccc1Sc1ccccc1	0.0	3	0.3	-8
CC(C)C(Sc1nnc(-c2ccc(F)cc2)n1CC1CCCO1)C(=O)NC(N)=O (configuration not stated)	-1.0	-11	-0.1	2
CCOC(=O)C1=C(C)Nc2ccc(C(=O)OC)cc2S1	1.3	11	-0.1	-17
O=C(Nc1nnc(-c2cccs2)s1)c1cccs1	-0.7	-1	0.1	-32
CC(C)n1c2ccccc2c2nnc(SCc3cccc(C(F)(F)F)c3)nc21	-0.4	8	0.2	-4
C=CCn1c(=O)c(C(=O)Nc2nc3ccc(Cl)cc3s2)c(O)c2ccccc21	-0.9	12	0.0	7
C/C=C/C(=O)OCC(=O)Nc1ccccc1[N+](=O)[O-]	0.7	2	-0.1	-6
COc1ccc(S(=O)(=O)Nc2ccc(I)cc2C)cc1C	0.9	-11	-0.2	-6
CCCC(=O)Nc1cccc(CNC(=O)Nc2ccc(-c3cn[nH]c3)cc2)c1	-1.8	18	0.1	-20
O=C(COC(=O)/C=C/C(=O)OCC(=O)NC1CCCC1)NC1CCCC1	-0.4	19	0.9	1
CC(C)(C)C1CCc2c(sc3nc(-c4cccs4)oc(=O)c23)C1 (configuration not stated)	0.3	-3	0.0	5
OC1CCN(c2ncc(Br)cn2)CC1	0.6	1	0.0	2
CCn1cnc2c1c(=O)n(CC(=O)Nc1ccc(C(N)=O)cc1)c(=O)n2Cc1ccccc1	0.2	11	0.2	6
CC(=O)c1ccc(N2CCN(C(C)=O)C(C)C2)c(F)c1 (configuration not stated)	0.3	4	0.2	3
CCN(CC)S(=O)(=O)c1ccc2cc(C)ccc2c1	-0.6	-20	0.0	3
CCc1c(C)sc2ncn(C3CCN(CCC(N)=O)CC3)c(=O)c12	0.3	5	0.7	15
COc1ccc(CNc2nc3nc(C)cc(=O)n3[nH]2)cc1	0.0	-3	-0.2	3
O=C(c1ccccc1)c1ccc2nc(Cl)c3nncn3c2c1	-1.6	14	0.6	14
Cc1ccccc1NC(=O)c1c(C)nc(SCC(=O)c2ccc(O)c(O)c2)c(C#N)c1-c1cccnc1	-0.5	2	-0.2	-3

Continuation:
compound	GPR151 activ	MITF primary	FBW7 act	TEAD-YAP inh
CC1CN(Cc2ccsc2)Cc2cc(Cl)ccc2O1 (configuration not stated)	-0.3	-4	-0.1	0
O=C(CS(=O)(=O)c1ccccc1)NCc1ccco1	1.6	4	-0.2	4
CCN(CC(=O)Nc1ccc(C(N)=O)cc1)S(=O)(=O)c1ccc2ccccc2c1	0.3	-2	-0.1	-7
Cc1nc([N+](=O)[O-])c(SCC(=O)NN)n1Cc1ccccc1	0.1	4	-0.1	-6
CSCCC(NC(=O)c1cncc(Br)c1)C(=O)O (configuration not stated)	1.3	-9	0.1	7
CCc1c(C)nc(SCC(=O)NCCc2ccccc2)[nH]c1=O	-0.3	0	0.1	13
COCCN=c1scc(-c2cc(OC)ccc2OC)n1/N=C1\CCc2ccccc21	-1.0	7	0.0	16
COc1ccc(-c2[nH]nc3c2C(c2c(C)cc(C)cc2C)C(C#N)=C(N)O3)cc1 (configuration not stated)	0.9	-5	-0.1	11
C=CCC(O)(CC=C)C(C)NC(=O)C1CCCN1c1nc(C)c2cc(OC)ccc2n1 (configuration not stated)	-0.7	20	0.2	-14
CCCCCC(=O)Nc1nnc(CCCCC)s1	-0.7	-7	0.0	3
CC(=O)NC(c1ccc(C)cc1)c1ccc2cccnc2c1O (configuration not stated)	-1.0	51*	-1.7	85*
O=C(CCn1c(SCC(=O)c2ccccc2)nc2ccccc2c1=O)NCCc1ccccc1	-0.4	1	0.1	4
COc1cc(/C=C2\C(=O)N(c3ccc(S(N)(=O)=O)cc3)N=C2C)cc([N+](=O)[O-])c1O	-0.6	4	-0.1	5
COc1ccc(N2C(=O)CCC(C(=O)O)C2c2ccc(OC)c(OC)c2)cc1 (configuration not stated)	-2.5	6	0.8	2
CCN(CC)C(=S)SCc1c(C)c(C)c(Br)c(C)c1C	0.8	52*	0.0	8
COC(=O)c1ccccc1NC(=O)NC12CC3CC(CC(C3)C1)C2	1.2	9	0.1	10
O=C(NCCSC1CCCCC1)c1ccccc1	3.0	-5	0.0	-57
COc1ccccc1OCC(=O)N1CCNC1=O	0.4	10	0.4	-6
O=C(O)c1ccc(NC(CSCc2cccc(F)c2)C(=O)O)c([N+](=O)[O-])c1 (configuration not stated)	-0.2	11	0.1	7
CCCN(CCC)S(=O)(=O)c1ccc(N2CCCC2=O)c([N+](=O)[O-])c1	0.5	5	0.2	-4
O=C(Nc1ccc(Cl)cn1)c1cccc(Cl)c1	-5.8	-4	0.0	-48
Cc1ccc([N+](=O)[O-])cc1S(=O)(=O)Nc1cccnc1	0.7	-5	0.0	-2
CN(C(=O)CCc1nc(-c2ccccc2F)no1)c1ccccc1Cl	-0.4	-4	-0.1	-14
COc1ccc(-n2cc(-c3ccc(Cl)cc3)[nH]c2=S)cc1	-0.6	9	0.0	-23
Cc1cc2c(c(=O)[nH]1)C(=O)O/C2=C\c1cccc(I)c1	-0.2	-8	-0.1	-5
O=C(Nc1ccc(Cl)cc1)c1ccc(N2C(=O)c3ccc(C(=O)Nc4ccc(Cl)cc4)cc3C2=O)cc1	-0.2	0	-0.2	-13

An excerpt of these results, with two lines to a compound.
Values run as follows: GPR151 activ | MITF primary | FBW7 act | TEAD-YAP inh
CC(=O)N(C)c1ccc(NC(=S)NC(=O)c2ccc(F)cc2)cc1
    -0.5 | 4 | 0.1 | -3
O=C(c1ccc(Nc2nc(-c3ccccc3)c3cc(Cl)ccc3n2)cc1)N1CCCC1
    4.7 | -3 | -0.2 | -1
CCc1cc2cc(C)ccc2nc1SCC(N)=O
    0.2 | -9 | -0.1 | 2
